Screening data: PubChem, several laboratories
bovine MsrA act: bovine MsrA enzyme activators, primary screen, biochemical, absorbance, HTS | Methionine sulfoxide reductase A (Bos taurus) | purified bovine MsrA, absorbance read-out | activation, % at 10.6 µM | 0.3% of 360,000 active | AID 602163, 2012; in the data active = activation above about 7.5%;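 also: 0% = vehicle and 100% = reference activator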
MT1-MMP act inh: blockers of MT1-MMP proenzyme processing, primary screen, HT1080 RFP-PRO-GFP cells, GFP/RFP fluorescence. Matrix metalloproteinase-14 (Homo sapiens), P50281. GFP/RFP ratio fluorescence, overnight; percent of plate control window, DMSO zero. GFP/RFP ratio change, % at 20 µM. 0.061% of 360,000 active. AID 651647, 2012;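 active = GFP/RFP ratio change of at least 30% with cell ATP level not reduced by more than half and red fluorescence within 50% of control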; also: strong numbers were not always called active
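Test system: HT1080 RFP-PRO-GFP cells; Benchmarks: DMSO and RFP-L50D-GFP cell wells; Timing: cells overnight before dosing, compound overnight, 37 °C, 5% CO2; Compound: one 20 µM compound dose with 1% DMSO; Read-out: GFP/RFP fluorescence ratio.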
TbMetRS inhib: T. brucei MetRS inhibitors, primary screen, biochemical, luminescence | methionyl-tRNA synthetase (Trypanosoma brucei brucei) | purified T. brucei MetRS, ATP depletion, Kinase-Glo luminescence | inhibition, % at 11.9 µM | 0.4% of 360,000 active | AID 624268, 2012;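 active = inhibition above a per-plate cutoff of the control wells' mean inhibition plus 3 SD, cut at about 5.5% in these data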;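 also: 0% = DMSO wells median and 100% = median of wells with control inhibitor compound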
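assay system = parasite MetRS enzyme | timing = 15 min preincubation, 2 h reaction, all 25 °C | evaluation = percent inhibition relative to median high and low control wells | medium = HEPES buffer containing pyrophosphatase, BSA, spermine, DTT | compound = single dose, 11.9 µM final nominal, 0.9% final DMSO | detection = Kinase-Glo luminescence, ATP depletion format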
E coli Lon inh: inhibitors of E. coli Lon protease, primary screen, biochemical, fluorescence polarization; purified E. coli Lon protease; P0A9M0; inhibition, % at 7.94 µM; 0.42% of 360,000 active; in the data active = inhibition above about 13%, passing the limit was not always enough;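 also: 0% = enzyme with probe and DMSO and 100% = no enzyme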
Target sequence (P0A9M0 whole entry, looked up): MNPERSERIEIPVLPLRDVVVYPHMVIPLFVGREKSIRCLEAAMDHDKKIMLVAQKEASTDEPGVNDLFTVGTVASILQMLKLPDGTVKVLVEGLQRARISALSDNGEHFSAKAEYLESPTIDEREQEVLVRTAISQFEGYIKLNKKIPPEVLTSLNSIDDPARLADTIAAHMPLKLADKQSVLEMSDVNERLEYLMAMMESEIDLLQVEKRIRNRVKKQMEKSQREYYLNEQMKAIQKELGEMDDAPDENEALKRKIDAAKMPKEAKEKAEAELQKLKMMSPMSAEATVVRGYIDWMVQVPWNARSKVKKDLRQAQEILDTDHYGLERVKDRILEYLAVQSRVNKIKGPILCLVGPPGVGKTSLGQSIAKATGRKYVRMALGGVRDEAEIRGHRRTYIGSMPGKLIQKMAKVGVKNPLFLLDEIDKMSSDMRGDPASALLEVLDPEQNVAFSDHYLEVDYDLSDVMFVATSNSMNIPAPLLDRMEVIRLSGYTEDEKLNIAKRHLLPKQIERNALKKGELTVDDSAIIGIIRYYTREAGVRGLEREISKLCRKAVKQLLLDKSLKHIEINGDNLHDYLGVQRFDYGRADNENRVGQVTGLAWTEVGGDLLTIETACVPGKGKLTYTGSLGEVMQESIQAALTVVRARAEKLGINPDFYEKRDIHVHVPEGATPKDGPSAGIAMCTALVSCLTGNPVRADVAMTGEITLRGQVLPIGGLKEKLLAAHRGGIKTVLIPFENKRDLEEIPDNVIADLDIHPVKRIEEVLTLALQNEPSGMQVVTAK
SKN-1 block: suppressors of acrylamide-induced Pgst-4::GFP reporter in worms, primary screen, SKN-1 inhibitor project, whole organism, uHTS, GFP/RFP fluorescence ratio, strain VP596; 0.49% of 360,000 active; inhibition, % at 21.8 µM; C. elegans VP596 Pgst-4::GFP/RFP ratio, 24 h; AID 624304, 2012;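 active = interference check ratio from 0.5 to 1.5 plus GFP to RFP signal ratio inhibition reaching or exceeding a fixed threshold, cut at about 30% in these data, passing the limit was not always enough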; also: some compounds called inactive have numbers as strong as hits
MsrA inh: bovine MsrA enzyme inhibitors, primary screen, biochemical, absorbance, HTS; Methionine sulfoxide reductase A (Bos taurus); purified bovine MsrA, absorbance read-out; inhibition, % at 15.5 µM; 0.75% of 360,000 active; AID 651718, 2012; in the data active = inhibition above about 4.5%;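 also: 0% = vehicle wells with enzyme and 100% = reference inhibitor wells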
MLLE-PAM2 inh: inhibitors of PABP1 MLLE–PAM2 peptide binding, primary screen, biochemical, fluorescence polarization, FITC-PAM2, GST-MLLE; inhibition, % at 20 µM; Polyadenylate-binding protein 1 (Homo sapiens), P11940; AID 588489, 2011; 0.36% of 360,000 active; in the data active = inhibition above about 35%, passing the limit was not always enough;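 also: plate controls were DMSO wells with GST-MLLE for no effect and wells lacking GST-MLLE protein for full effect; some results filed as inactive read as strong as hits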
FAS-TE inh: FAS thioesterase domain inhibitors, primary screen, biochemical, fluorescence intensity, uHTS; recombinant FAS-TE, OMFH fluorogenic substrate, fluorescence endpoint; AID 602261, 2012; 0.67% of 360,000 active; inhibition, % at 15 µM;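 active = compounds whose normalised, plate-corrected inhibition of enzyme fluorescence in the single-dose primary screen is 50% or more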;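 also: 0% = DMSO with enzyme and 100% = substrate without enzyme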
NRP1-CendR mod: modulators of CendR peptide binding to NRP-1, primary screen, biochemical, fluorescence polarization, uHTS. inhibition, % at 25 µM. Neuropilin-1 (Homo sapiens), O14786. 0.85% of 360,000 active. FAM-RPARPAR peptide binding to NRP-1;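 active = inhibition or corrected inhibition above about 18%, plus a signal ratio from 0.5 to 1.5, limit read from the data, passing the limit was not always enough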; also: strong numbers were not always called active
* = called active by the depositor; i = inactive; · = no result given.

Results follow in this order: bovine MsrA act	MT1-MMP act inh	TbMetRS inhib	E coli Lon inh	SKN-1 block	MsrA inh	MLLE-PAM2 inh	FAS-TE inh	NRP1-CendR mod
CCCc1cc(=O)[nH]c(SCC(=O)c2cc(C)n(CCOC)c2C)n1
→ -3	3	-1.1	-10	-6	-0.5	22	-10	7
Cc1nc2c(ccc3c([N+](=O)[O-])cccc32)c(C)c1C
→ -2	1	-0.5	6	12	0.8	-6	2	7
Cc1cc(C)nc(N(C#N)Cc2ccc(Cl)cc2)n1
→ -3	0	-0.4	-6	-6	-1.3	6	10	-16
CC1CCN(C(=O)CSc2nnc(CNC(=O)c3ccc(S(=O)(=O)N(C)C)cc3)o2)CC1
→ -3	0	-0.3	12	27	0.2	7	-1	4
C/C(=N\NS(=O)(=O)c1ccccc1)c1ccc2c(c1)OCCO2
→ -2	-1	0.2	6	11	1.1	3	-4	-2
CNC(=O)c1ncoc1-c1ccc(Cl)cc1
→ -3	0	-0.1	-3	9	-0.7	12	-4	2
COc1ccc(CCNC(=O)COc2cccc3c2OC(C)(C)C3)cc1OC
→ -2	3	0.2	3	14	-1.7	8	-6	10
O=C(/C=C1\OCc2cc(OCc3ccccc3)ccc21)OCc1ccccc1
→ ·	-1	0.0	·	2	1.2	·	·	-8
COc1ccc(-c2nnn(CC(=O)N3CCN(c4ccccc4OC)CC3)n2)cc1
→ -2	-5	-1.1	1	-8	-0.4	3	5	6
CCC1=C(OC(=O)N(CC)CC)N2C(=O)OC(=NCC3CC3)[C@]2(C)[C@H]2C1=CC[C@H]1C(=O)N(CC)C(=O)[C@H]12
→ -1	3	0.1	-2	12	1.0	19	-10	8
COc1ccc(S(=O)CC(=O)Nc2ccccc2Cl)cc1 (stereo not given)
→ -1	0	0.1	-2	-7	2.0	15	-3	-1
CCC(C)(c1ccc(C=O)s1)c1ccc(C=O)s1
→ -6	0	-1.1	7	2	0.0	-1	5	0
Cc1ccc(C(=O)N/C(=C\c2ccc(Cl)cc2)C(=O)NCCN2CCOCC2)cc1
→ -1	2	0.2	3	-4	-1.1	-7	10	3
CCc1n[nH]c(=S)n1/N=C/c1cccc2ccccc12
→ -1	0	-0.4	-1	2	1.3	-46	2	5
O=C(N/N=C\c1ccc(CNS(=O)(=O)c2ccc(Cl)cc2)o1)C(=O)Nc1ccc(Oc2ccccc2)cc1
→ -1	-6	-0.2	-10	2	-0.3	-10	-1	-5
C=CCn1c(SCC(=O)c2cc(C)n(Cc3cccs3)c2C)nnc1-c1ccncc1
→ -2	-5	0.0	1	5	-0.1	-13	2	-3
CCC12CC3CC(C1)CC(C(=O)NNC(N)=O)(C3)C2
→ 0	-1	0.1	0	5	-1.3	1	-6	-7
COc1cc(Cl)ccc1OC1(C)CCN(Cc2ccccc2OC(F)F)C1 (stereo not given)
→ -6	-4	-0.3	3	-8	0.1	-5	18	-3
Clc1ccc(C2=CSC3=Nc4cccc5cccc(c45)N23)cc1
→ 1	0	0.2	1	0	0.9	-27	12	-8
CC(=O)Nc1ccc(S(=O)(=O)Nc2c(C)n(C)n(-c3ccccc3)c2=O)cc1
→ -3	7	-0.3	-10	-16	1.0	-6	-6	-2

Results follow in this order: bovine MsrA act	MT1-MMP act inh	TbMetRS inhib	E coli Lon inh	SKN-1 block	MsrA inh	MLLE-PAM2 inh	FAS-TE inh	NRP1-CendR mod
O=C1N[C@@H](Cc2ccccc2)C(=O)N1CCN1CCOCC1
→ 1	3	-0.2	-4	13	-0.1	-4	-6	6
CN1C=CC(=C[N+](=O)[O-])N(C)C1=O
→ -3	2	-0.4	1	2	1.5	13	0	-2
NC(=O)c1ccc[n+](CC(=O)NCc2ccc(Cl)cc2)c1
→ -2	-4	0.8	1	0	0.1	-8	-1	-1
Cn1c(-c2ccccc2)cnc1NCc1ccc(F)cc1
→ -4	2	-0.4	-9	1	1.3	3	-3	11
CCSc1ncc(Cl)c(C(=O)Nc2ccc(S(=O)(=O)Nc3ncccn3)cc2)n1
→ -2	7	-0.7	-6	-6	-0.4	22	-5	2
O=C1Nc2ccc([N+](=O)[O-])cc2C1(O)N1CCCCCC1 (stereo not given)
→ -6	-7	-1.1	6	-1	3.9	4	4	11
Cc1ccc(CS(=O)(=O)CCC(=O)NCCC2=CCCCC2)cc1
→ -8	5	-1.1	-1	-1	0.5	17	-1	1
COc1ccccc1C(=O)NCCC(=O)NC(C)c1ccc(-n2ccnc2)cc1 (stereo not given)
→ 0	4	-0.3	-1	8	0.2	16	-6	7
CC[n+]1c(/C=C/C=C/N(C(C)=O)c2ccccc2)sc2ccccc21
→ -2	-68	-0.3	-385	72	-0.2	i	-211	127
CCCc1cc(C(=O)Cc2ccccn2)c(O)cc1O
→ -3	2	0.5	-3	20	2.7	1	-2	5
N#C/C(=C(/O)c1ccc(C(=O)c2ccccc2)cc1)c1nc2ccccc2[nH]1
→ -2	-3	0.3	-2	-2	-1.6	14	-5	-5
CCCCCc1cc(=O)oc2c(C(CCN3CCN(c4ccccc4)CC3)c3ccc4c(c3)OCO4)c(OC)cc(OC)c12 (stereo not given)
→ -4	-4	0.0	4	4	0.9	-6	16	18
Cc1cc(/C=C(/C#N)c2nc3ccccc3[nH]2)c(C)n1-c1ccccc1C(=O)O
→ -2	-19	2.5	-37	-1	1.6	-66	-10	-102
COc1ccc(C(=O)Nc2ccc3c(c2)OCCO3)cc1
→ -4	-8	-0.7	-3	-4	0.6	-7	-8	13
COc1ccc(C(C)=O)cc1CS(=O)(=O)CC(=O)NCCc1c[nH]c2ccccc12
→ -2	27	-0.3	-7	10	-0.4	2	-3	-14
N#C/C(=N\Nc1cccc(C(F)(F)F)c1)C(=O)c1csc(-c2cccnc2)n1
→ -4	19	0.5	-10	18	-0.4	-27	10	8
Cc1nn(Cc2ccccc2)c(C)c1C(=O)OCC(=O)c1cc(C)n(CC(F)(F)F)c1C
→ 3	-4	-0.6	11	4	-0.5	-25	23	1
c1ccc(-n2cnnc2SCc2cn3ccsc3n2)cc1
→ -4	-6	0.6	3	2	0.0	12	-4	-5
COC(=O)c1ccc(CNC(=O)COC(=O)/C=C/c2ccc(OC)c(OC)c2)cc1
→ -5	5	-0.4	-1	-7	3.0	-4	-5	-4
COCCCn1cc(C(=O)c2cc(OC)ccc2OCC(=O)Nc2cc(C)on2)cc(C#N)c1=O
→ -2	-7	0.2	-5	-6	1.4	6	1	9

Results follow in this order: bovine MsrA act	MT1-MMP act inh	TbMetRS inhib	E coli Lon inh	SKN-1 block	MsrA inh	MLLE-PAM2 inh	FAS-TE inh	NRP1-CendR mod
O/N=C/c1ccccc1Oc1ccc(Cl)cc1
→ 0	0	0.1	-3	-15	1.0	-13	2	1
COc1ccc(Nc2nc(-c3cccc([N+](=O)[O-])c3)nc3ccccc23)cc1
→ -8	0	-1.3	-14	10	0.8	10	39	11
COCCNC(=O)Cn1c(=O)n(Cc2ccco2)c(=O)c2ccccc21
→ 1	-5	0.4	-4	0	1.4	2	-1	10
CCOc1ccc(OCc2ccc(C(=O)N(C)c3ccccc3)o2)cc1
→ -2	6	-1.2	4	3	-0.2	4	9	-35
COC(=O)CSc1nc2cc3c(cc2cc1C)OCCO3
→ -3	1	-1.3	-2	5	1.6	-4	9	-6
O=C(NCc1nc2ccccc2[nH]1)c1ccc(S(=O)(=O)N2CCOCC2)cc1
→ -10	-2	12*	-11	-3	-0.9	-2	-4	20
COc1ccc(C)cc1NC(=O)CNC(=O)c1sc2ccccc2c1Cl
→ -7	0	-0.3	2	1	0.4	-13	-8	-7
CC1=C(C(=O)OC2CCCCC2)C(c2ccc(N(C)C)cc2)NC(=O)N1 (stereo not given)
→ 1	-6	-0.5	-6	19	1.6	-18	8	-10
O=C(ONC1=NCCCCC1)c1c(F)cccc1F
→ 1	-6	0.5	-5	22	1.3	-14	-2	7
CC1(C)CC(=O)C(C2=NC3(CCCCCC3)Cc3ccccc32)=C(O)C1
→ -3	0	2.3	10	-4	1.7	-17	-1	14
CCN1CCCC1CNC(=O)c1ccc2c(c1)NC(=O)/C(=C\c1ccc(OC)c(OC)c1)S2 (stereo not given)
→ -4	12	-0.5	-4	5	0.1	-71	-5	9
O=C(Nc1cccc(-c2cn3c(n2)SCC3)c1)c1ccc(Br)o1
→ 0	1	-0.2	-12	-10	0.8	2	-2	-12
FC(F)(F)c1cccc(N2CCCCC2)c1
→ -4	3	-0.2	5	16	-1.4	7	-5	10
Fc1ccc(-n2c(CN3CCCCC3)n[nH]c2=S)cc1
→ -1	-3	0.5	-7	-5	-0.2	-42	-2	6
Cc1nc(N)c(Br)c(C)c1Br
→ -14	0	-1.2	1	4	0.5	3	0	11
O=C(CC1(O)C(=O)N(Cc2ccccc2)c2ccccc21)c1ccc2c(c1)OCO2 (stereo not given)
→ -4	1	-0.7	-5	-13	-0.2	-2	4	-1
COc1cccc(/C=C2\SC(=S)N(CCCC(=O)NC3=NCCS3)C2=O)c1
→ -2	-3	0.3	-3	-1	1.0	1	0	-20
O=S(=O)(NCc1ccc(F)cc1)c1ccc(Br)cc1Br
→ 1	2	-0.1	-7	20	-0.6	6	16	16
Cc1cc2ncn(C(=O)N3CCCCC3)c2cc1C
→ 1	2	-0.3	-4	21	1.1	0	-10	-1
CCOc1ccccc1N(C(=O)CNC(=O)c1ccco1)C(C(=O)NC1CCCC1)c1cccnc1 (stereo not given)
→ -4	-9	-0.7	-9	5	-1.3	1	-6	7

Results follow in this order: bovine MsrA act	MT1-MMP act inh	TbMetRS inhib	E coli Lon inh	SKN-1 block	MsrA inh	MLLE-PAM2 inh	FAS-TE inh	NRP1-CendR mod
CCCCNC(=O)NNC(=O)COc1cc(C)cc(C)c1
→ -1	4	0.1	-13	7	0.5	3	-5	8
O=C(Nc1ccc(S(=O)(=O)Nc2ccccc2)cc1)C1COc2ccccc2O1 (stereo not given)
→ 0	31*	-0.2	-11	1	-0.5	-38	24	-3
c1ccc(-n2nnnc2NC2CCCCC2)cc1
→ -9	8	-1.4	-5	-15	1.6	1	-8	2
Cc1cccc([C@@H]2[C@@H]3C(=O)N(Cc4ccccc4)C(=O)[C@@H]3[C@]3(Cc4ccc(Cl)cc4)C(=O)N(c4ccccc4)C(=O)N23)c1
→ -1	-3	-0.3	6	7	0.1	-16	93*	10
CC(C)(CSc1ccccn1)NS(=O)(=O)c1ccc(Cl)cc1
→ -2	-1	-0.3	2	0	-1.4	7	9	8
COc1ccc(CN(CC(=O)NCc2ccc3c(c2)OCO3)C(=O)c2csnn2)cc1
→ 1	1	0.3	1	8	2.1	15	2	-2
CCc1cc2c(=O)[nH]cnc2s1
→ -5	-1	-1.5	-9	-16	1.0	3	-7	-6
Cc1ccc(CNC(=O)C2CC=CCC2C(=O)O)cc1 (stereo not given)
→ -1	1	-1.3	5	7	1.4	-3	-8	12
